# GlmU inhibition = inhibition of mycobacterial GlmU enzyme – biochemical, glucosamine-1-phosphate acetyltransferase (AID 1376). Bifunctional protein GlmU (Mycobacterium tuberculosis (strain ATCC 25618 / H37Rv)). M. tuberculosis GlmU acetyltransferase enzyme assay; higher % means a stronger effect. inhibition, %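 (tested at 30 µM in the primary screen)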, or IC50 in µM where a hit was titrated. 220,000 tested, 0.25% active; in the data active = inhibition above about 13%; inconclusive = no clear call, values can overlap the other calls;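 note: 0% = complete reaction with vehicle and 100% = reaction without substrate; strong numbers were not always called active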
# Mtb RmlCD inh = M. tuberculosis RmlC/RmlD coupled enzyme inhibitors, primary screen, biochemical, compound mixtures, 384-well, from 1536-well plates. dTDP-4-dehydrorhamnose reductase (Mycobacterium tuberculosis (strain ATCC 25618 / H37Rv)) …. RmlC+RmlD coupled enzyme assay, percent inhibition; primary screen in compound mixtures. inhibition, % at 3.6 µM. 160,000 tested, 0.03% active. AID 1533, 2009; in the data active = inhibition mostly above about 34%, no sharp cut-off; inconclusive = no clear call, values can overlap the other calls; inactive = mostly below about 22%; note: some results filed as inactive read as strong as hits
# Target sequence (P9WH09 whole entry, looked up): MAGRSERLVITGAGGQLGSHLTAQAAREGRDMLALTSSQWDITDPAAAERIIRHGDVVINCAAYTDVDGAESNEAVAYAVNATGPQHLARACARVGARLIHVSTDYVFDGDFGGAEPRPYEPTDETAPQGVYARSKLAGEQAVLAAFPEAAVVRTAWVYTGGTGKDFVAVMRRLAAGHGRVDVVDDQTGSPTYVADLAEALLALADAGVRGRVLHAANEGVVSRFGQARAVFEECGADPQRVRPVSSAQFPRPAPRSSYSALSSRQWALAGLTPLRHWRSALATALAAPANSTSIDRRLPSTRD
# Target sequence (P9WH11 whole entry, looked up): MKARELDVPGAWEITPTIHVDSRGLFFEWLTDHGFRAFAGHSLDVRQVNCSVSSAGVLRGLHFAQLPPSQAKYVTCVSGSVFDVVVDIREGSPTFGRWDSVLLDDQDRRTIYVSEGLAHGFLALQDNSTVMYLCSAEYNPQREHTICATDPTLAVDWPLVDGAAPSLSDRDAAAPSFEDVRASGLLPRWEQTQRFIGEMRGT
# * marks the source's active call; other numbers are inactive results; ? = inconclusive; / = not tested or not shown.
# Under each structure: Mtb RmlCD inh, GlmU inhibition
Cc1cc(Nc2c(C)n(C)n(-c3ccccc3)c2=O)n2c(nc3cc(F)c(F)cc32)c1C#N
→ /, 2.8%
O=C(O[C@@H]1Cc2c(O)cc(O)cc2O[C@@H]1c1cc(O)c(O)c(O)c1)c1cc(O)c(O)c(O)c1
→ -9.9, 9.2%
COc1ccc(NC(=S)NC(NC(=O)c2cccc(C)c2)C(Cl)(Cl)Cl)c([N+](=O)[O-])c1 (stereo unspecified)
→ /, -2.9%
Nc1nccc(/C=C/c2ccc(Cl)cc2)n1
→ 15.0, /
O=C(NCCc1ccccc1)/C(=C\c1ccc([N+](=O)[O-])cc1)NC(=O)c1ccccc1
→ -0.4, /
O=C1NCC(c2ccccc2)C1C(=O)N/N=C\c1ccc(-c2ccc(Cl)c(Cl)c2)o1 (stereo unspecified)
→ /, -2.0%
CC1(C)SC(=S)N(NC(=O)Nc2ccccc2)C1N(O)C(=O)Nc1ccccc1 (stereo unspecified)
→ ?, -1.8%
Cc1ccc(C(=O)NNC(=O)c2ccc(C)cc2)cc1
→ 2.8, -2.5%
N=C1C(c2ccccc2)=C(O)CN1NC(=O)c1ccccc1
→ 8.8, 0.4%
Cc1ccc(-c2noc(CN(C(=O)CCCN3C(=O)c4ccccc4C3=O)C(C)C)n2)cc1
→ /, 6.0%
C=CCNC(=S)N1CCN(c2ccccc2Cl)CC1
→ /, 0.0%
CCOc1ccc(N2C(=O)CC(N(CCc3ccc(OC)cc3)C(=O)c3cccc(F)c3)C2=O)cc1 (stereo unspecified)
→ 11.7, 5.4%
C[C@@H](CO)NC(=O)c1ccc2c3n(nc2c1)-c1ccc(Cl)cc1CO3
→ /, 2.6%
Cc1ccc(NS(=O)(=O)c2cc(C(=O)Nc3cccc([N+](=O)[O-])c3)ccc2C)cc1
→ /, 2.7%
Cc1ccc(C(=O)NNC(=O)c2cc(OCC(F)(F)F)ccc2OCC(F)(F)F)cc1
→ 63.8, 0.5%

# 4 successive entries already listed:
# Under each structure: Mtb RmlCD inh, GlmU inhibition
CC1(C)SC(=S)N(NC(=O)Nc2ccccc2)C1N(O)C(=O)Nc1ccccc1 (stereo unspecified)
→ ?, -1.8%
Cc1ccc(C(=O)NNC(=O)c2ccc(C)cc2)cc1
→ 2.8, -2.5%
N=C1C(c2ccccc2)=C(O)CN1NC(=O)c1ccccc1
→ 8.8, 0.4%
Cc1ccc(-c2noc(CN(C(=O)CCCN3C(=O)c4ccccc4C3=O)C(C)C)n2)cc1
→ /, 6.0%

# The listing continues.
# Under each structure: Mtb RmlCD inh, GlmU inhibition
Cn1c(=O)c2cc(S(=O)(=O)NC(C(=O)NC3CCCCC3)c3ccccc3)ccc2n(C)c1=O (stereo unspecified)
→ /, 2.1%
CC(C)CC(=O)N[C@H](C(=O)N[C@H](C(=O)N[C@@H](CC(C)C)[C@@H](O)CC(=O)N[C@@H](C)C(=O)N[C@@H](CC(C)C)[C@@H](O)CC(=O)O)C(C)C)C(C)C
→ /, 4.0%
CCN(CC)S(=O)(=O)c1ccc(C(=O)NCCN2C(=O)S/C(=C\c3cccnc3)C2=O)cc1
→ -8.0, -3.6%
COc1cc(OC)cc(C(=O)N2CCN(c3ncccn3)CC2)c1
→ 11.4, /
CC(=O)C1C(c2ccc(OC(F)F)cc2)NC(=O)NC1(O)C(F)(F)F (stereo unspecified)
→ 7.5, 0.8%
CC(C)c1nccn1S(=O)(=O)c1cc([N+](=O)[O-])ccc1Cl
→ 8.0, -0.1%
CC(C)(C)NC(=O)C(c1ccncc1)N(C(=O)Cn1nnc(-c2cccs2)n1)C1CCCCC1 (stereo unspecified)
→ -7.1, 4.3%
CCc1ccc(CN2CC(C(=O)O)CC2=O)cc1 (stereo unspecified)
→ 1.9, 7.0%
O=C(COC(=O)c1cncc(Br)c1)NC1CCCCCC1
→ -5.5, -0.8%
Cc1c(Cl)c(C(F)F)nn1CC(=O)NC1C(=O)N2C(C(=O)O)=C(CSc3nnnn3C)CSC12 (stereo unspecified)
→ -11.4, 5.8%
O=C(NCC1CCCO1)c1cccc(NC(=O)c2cccs2)c1 (stereo unspecified)
→ /, -3.4%
O=C(NCc1ccccn1)c1cn(-c2ccccc2)nc1-c1ccc(Cl)cc1
→ 21.2, -4.8%
CC(=O)c1ccc(NC(=S)N(Cc2ccccc2)C(C)C2CC2)cc1 (stereo unspecified)
→ -7.0, -4.7%
O=C1N/C(=C\c2ccc(O)cc2)C(O)=C1C=NCc1ccccc1
→ -49.8, 4.7%
O=C(Nc1nc(-c2ccccn2)cs1)c1ccc([N+](=O)[O-])o1
→ 12.3, 3.6%
CCOC(=O)C(=O)/C(C#N)=C/Nc1ccc(F)cc1
→ /, 2.9%
CSc1ccc(-c2nc(CN3CCCCC3c3cccnc3)c(C)o2)cc1 (stereo unspecified)
→ /, 0.0%
CCCCNC(=O)NC12CC3CC(CC(C3)C1)C2
→ -5.9, -1.3%
O=C1C2CC=CCC2C(=O)N1Cc1nnc(-c2ccc(Cl)cc2)o1 (stereo unspecified)
→ 3.0, 4.6%
CCOC(=O)c1[nH]c(C)c(C(=O)N2CCc3c([nH]c4ccccc34)C2c2ccccn2)c1C (stereo unspecified)
→ -6.0, 8.9%
COC(=O)c1c(C)nn(-c2ccc(OC(F)(F)F)cc2)c1-c1snnc1C
→ -9.6, -1.9%
O=C(OCC(=O)N1CCCC1)c1cc(Br)ccc1Cl
→ 5.8, -4.2%
CNC(=O)Oc1ccc(-c2cn3cc(Cl)ccc3n2)cc1
→ -4.9, -1.9%
COc1ccc(-n2c(SC(C)C(=O)Nc3ncc(Cl)cc3Cl)nc3ccccc32)cc1 (stereo unspecified)
→ 11.7, -4.5%
O=C(Cn1nnc(-c2ccccc2-n2cnnn2)n1)c1ccccc1
→ 10.2, 3.0%
O=C(CNC(=O)c1cccs1)NCC(=O)OCc1c(Cl)cccc1Cl
→ /, 7.0%
CC(Oc1ccccc1)C(=O)NNC(=O)c1ccccn1 (stereo unspecified)
→ 6.3, -0.7%
CC(CN(C)Cc1ccccc1)OC(=O)c1cccs1 (stereo unspecified)
→ 5.7, 5.4%
Cc1ccccc1C(=O)/C=C1\NC(=O)CS1
→ 3.2, 2.0%
C(=C\c1ccc(/C=C/c2ccccc2)nn1)/c1ccccc1
→ -9.2, 2.2%
CC(C)=CCN1CCN(CCC2=C(C)CCCC2(C)C)CC1CCO (stereo unspecified)
→ -5.8, -0.3%
O=C1/C(=C/c2ccccc2)NC(=S)N1C(c1ccccc1)c1ccccc1
→ -3.6, -2.0%
COc1ccc(O)c(-c2[nH]ncc2C(=O)c2ccccc2C)c1
→ -14.2, -3.0%
C=CCSc1nnc(-c2c[nH]c3ccccc23)n1CC
→ 6.7, -0.8%
O=c1c2ccccc2nc2sc3ccccc3n12
→ /, 6.7%
COC(=O)C(O)(CC(=O)Nc1ccc(Cl)cc1Cl)C(F)(F)F (stereo unspecified)
→ /, -4.2%
O=C(Nc1ccc(-n2ccnc2P(=O)(O)c2ccccc2)cc1)c1ccccc1Cl
→ 0.9, 1.2%
O=C1c2cccnc2C(=O)N1Cc1ccccc1
→ 2.1, 1.6%
O=C(NCc1ccc(Cl)cc1)c1csc(-c2cccnc2)n1
→ 1.6, 1.3%
CSc1ccccc1NC(=O)CN(C1CCCCC1)S(C)(=O)=O
→ -4.0, 3.4%
C/C(NCCN1CCOCC1)=C(\C#N)C(N)=O
→ /, 1.3%
CC1(C)C(=O)Nc2ccccc2N1C(=O)COc1cccnc1[N+](=O)[O-]
→ -6.8, 3.2%
CC(=O)NCCCC(=O)NNC1CC(=O)N(c2cccc(Cl)c2)C1=O (stereo unspecified)
→ -1.2, 1.6%
O=C(Nc1ccccc1Cl)c1ccc(-c2ccccn2)s1
→ -1.2, -0.1%
Cc1ccc(C)c(CSc2nnc(-c3cccs3)n2Cc2ccco2)c1
→ /, 0.8%

# Profiles from above.
# `O=c1c2ccccc2nc2sc3ccccc3n12` is listed with Mtb RmlCD inh = /; GlmU inhibition = 6.7%
# `C[C@@H](CO)NC(=O)c1ccc2c3n(nc2c1)-c1ccc(Cl)cc1CO3` is listed with Mtb RmlCD inh = /; GlmU inhibition = 2.6%
# `Cc1c(Cl)c(C(F)F)nn1CC(=O)NC1C(=O)N2C(C(=O)O)=C(CSc3nnnn3C)CSC12` (stereo unspecified) is listed with Mtb RmlCD inh = -11.4; GlmU inhibition = 5.8%

# The results go on:
# Under each structure: Mtb RmlCD inh, GlmU inhibition
CN1C(=O)c2ccccc2Sc2ccc(NC(=O)N3CCCC3)cc21
→ 11.9, 1.8%
O=C(NS(=O)(=O)c1ccc2c(c1)OCCO2)c1ccccc1
→ 2.3, 1.0%
CCOC(=O)C1CCN(c2c(Nc3ccc4c(c3)OCCO4)c(=O)c2=O)CC1
→ /, 5.9%
Cc1cccc(/C=C(\c2nc3ccccc3[nH]2)S(=O)(=O)c2ccccc2)c1
→ 9.5, 2.0%
O=C(CCSCCC(=O)NCC1CCCO1)NCC1CCCO1 (stereo unspecified)
→ /, -6.8%
O=C(CSc1nc(Nc2ccccc2)nc(N2CCOCC2)n1)Nc1ccccc1Cl
→ -6.3, 0.8%
CN=C1SC(CC(=O)Nc2ccc(C(=O)O)cc2)C(=O)N1C (stereo unspecified)
→ 7.7, 4.3%
CC(/C=N/NC(=O)c1cccnc1)=C\c1ccccc1
→ -4.8, -3.7%
COc1ccc(C=O)cc1OS(=O)(=O)c1ccccc1[N+](=O)[O-]
→ 1.4, -2.4%
Cc1ccc(NC(=O)c2ccc(S(=O)(=O)C(F)F)cc2)c(C)c1
→ -1.9, 4.6%
COc1ccc(N(C(=O)c2ccco2)C(C(=O)NC2CCCC2)c2cccs2)cc1OC (stereo unspecified)
→ /, 2.4%
O=C(COc1ncnc2c(Cl)cc(Cl)cc12)N1CCN(S(=O)(=O)c2ccccc2)CC1
→ -7.4, 6.0%
O=C(COc1cccc(Cl)c1)Nc1ccc(N2CCOCC2)cc1
→ /, 1.1%
O=C(CSc1nnc(Nc2ccccc2)s1)NN1C(=O)NC2(CCCCC2)C1=O
→ -1.8, 0.0%
CC1CCC(C(C)C)C(OP(=O)(c2ccccc2)C(O)c2ccncc2)C1 (stereo unspecified)
→ 2.4, 1.5%
c1ccc(Cc2noc(CN3CCN(Cc4ccc5c(c4)OCO5)CC3)n2)cc1
→ -8.8, 4.2%
CCc1cccc(OCCCCNCCCOC)c1
→ -10.6, -1.0%
COc1ccc(CNC(=O)CCSc2ccc(F)cc2)cc1OC
→ 38.5, -2.6%
Cc1ccc(-c2cc(C(=O)Nc3cc(C)on3)c3ccccc3n2)c(C)c1
→ /, 0.1%
CC(C)CN(C#N)c1nc(N2CCOCC2)nc(N2CCOCC2)n1
→ 5.4, 0.4%
CCOC(=O)c1ccc(NC(=O)CSc2ccc(-c3ccncc3)nn2)cc1
→ 7.6, -1.1%
Cc1cc(F)ccc1S(=O)(=O)N1CCCOC1CNC(=O)C(=O)NCCC1=CCCCC1 (stereo unspecified)
→ -10.0, -0.3%
COc1ccc2c(c1OC)C(=O)N1c3ccccc3C(=O)N(c3ccc(F)cc3)C21 (stereo unspecified)
→ 1.8, -4.3%
CCOC(=O)C1CCCN(C(=O)CCCOc2cc(=O)n(C)c3ccccc23)C1 (stereo unspecified)
→ -1.1, ?
Cc1ccc(-n2nnnc2Sc2nc([N+](=O)[O-])nn2C)cc1
→ -8.2, 1.6%
COc1ccc([N+](=O)[O-])cc1-n1cccc1
→ 8.3, 2.6%
O=c1[nH]c(=O)n(Cc2ccc(F)cc2)c(O)c1C=NCC1CCCO1 (stereo unspecified)
→ /, 1.8%
CCN1C(=O)/C(=C2/C=Cc3cc(C)ccc3N2CC)N(C)C1=S
→ 2.2, -3.8%
Cc1cc(/C=N/n2cnnc2)c(C)n1-c1cccc(C(=O)O)c1
→ -5.2, -2.0%
Cc1ccccc1-n1c(O)c(/C=N/N2CCOCC2)c(=O)[nH]c1=S
→ /, 0.0%
O=[N+]([O-])c1ccc(Cc2nnc(-c3ccccc3Cl)o2)cc1
→ -9.2, -5.4%
CN1CCN(C(CNS(=O)(=O)c2ccc(F)cc2)c2cccnc2)CC1 (stereo unspecified)
→ -27.4, -6.5%
O=C(CSc1nnc(-c2cnccn2)n1Cc1ccco1)c1ccc(Cl)c(Cl)c1
→ 76.9, -0.8%
COC(=O)C1CCCN1C(=O)COc1ccc(Cl)cc1Br (stereo unspecified)
→ -11.2, 1.3%
Cc1c(C(=O)NCCSCc2cccc(C(F)(F)F)c2)cnn1-c1ccc(F)cc1
→ ?, -5.4%
Cc1ccc(N2C(=O)NC(=O)/C(=C\c3ccsc3)C2=O)cc1C
→ 95.3, -0.8%
COc1ccc(NC(=O)Oc2cc(C)ccc2C(C)C)cc1
→ 2.4, 6.0%
CCN(C(=O)c1ccc(S(C)(=O)=O)cc1)C12CC3CC(CC(C3)C1)C2
→ 18.5, 0.9%
Cc1c(CCN)ccc2c1[nH]c1ccccc12
→ 2.6, -1.8%
CCOC(=O)C1CCN(Cc2cnc(Oc3ccc(N)cc3)s2)CC1
→ /, 0.7%
COc1ccc(F)cc1C(=O)C1CCCN(Cc2cccn2-c2ccccn2)C1 (stereo unspecified)
→ 2.2, 1.7%
COc1ccc(NC(=O)CCSc2ccc(C)cc2)cc1
→ /, -9.5%
Cc1ccc(S(=O)(=O)Nc2cccc3cccnc23)cc1
→ /, -0.7%
O=c1[nH]c2ccccc2c(=O)n1-c1cccc(Cl)c1
→ 19.5, 1.0%

# Screening data: PubChem BioAssay, several laboratories

# Some of the compounds tested; the hit share may differ from the screen's.
